3T3 cytotox – kills NIH 3T3 cells; Potency, µM (highest dose often 96.7 µM), for the others: top-dose activity change, negative = cytotoxicity, usual class: inhibitors; 94,000 tested, 4.3% active; AID 1345082; NIH 3T3 viability, CellTiter-Glo ATP luminescence, 48-72 h; also: potency is read from the fitted curve at half-maximal effect; nearly all actives have a fitted effect of over 55% in size
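Luminescent ATP readout (CellTiter-Glo, 10 min RT) after 48 or 72 hr compound exposure of NIH 3T3 cells seeded at 400 cells/well in 1536-well format; quantitative HTS.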
GPT2 inhibitor – inhibitors of human GPT2 alanine aminotransferase; Q8TD30; Recombinant GPT2, coupled pyruvate oxidase/HRP Amplex Red fluorescence; Potency, µM (series often up to 57.7 µM), for the others: at the highest dose activity change, negative = inhibition, usual class: inhibitors; 100,000 tested, 0.25% active; also: potency is read from the fitted curve at half-maximal effect; nearly all actives have a fitted effect of over 60% in size; many of its hits are not listed in these tables
Target sequence (Q8TD30 whole entry, looked up): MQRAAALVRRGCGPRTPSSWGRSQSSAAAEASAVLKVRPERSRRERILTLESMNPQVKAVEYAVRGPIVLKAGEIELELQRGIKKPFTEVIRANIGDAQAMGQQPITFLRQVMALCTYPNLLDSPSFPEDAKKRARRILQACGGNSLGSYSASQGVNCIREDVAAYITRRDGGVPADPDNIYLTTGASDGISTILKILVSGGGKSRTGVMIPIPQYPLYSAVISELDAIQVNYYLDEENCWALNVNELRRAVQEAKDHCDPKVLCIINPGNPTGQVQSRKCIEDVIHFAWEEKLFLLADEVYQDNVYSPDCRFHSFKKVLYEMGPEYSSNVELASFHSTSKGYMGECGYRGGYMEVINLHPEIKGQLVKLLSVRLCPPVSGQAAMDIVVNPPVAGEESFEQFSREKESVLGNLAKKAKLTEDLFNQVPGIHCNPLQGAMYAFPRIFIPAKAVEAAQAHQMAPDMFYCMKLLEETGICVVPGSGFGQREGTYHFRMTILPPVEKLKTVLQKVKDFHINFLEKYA
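Inhibition is scored from Amplex Red fluorescence generated when pyruvate oxidase and HRP act on pyruvate released by GPT2. Reactions contain 10ng/uL enzyme, 250uM a-KG and 2mM L-alanine and run 30 min at room temperature.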
HEK293 tox – HEK 293 cell cytotoxicity | HEK 293 viability, ATP luminescence (CellTiter-Glo), 48-72 h | Potency, µM (highest dose often 115 µM), for inactives: at the top dose activity change, negative = cytotoxicity, most hits filed as inhibitors | 94,000 tested, 6.6% active | AID 1345083; also: potency is read from the fitted curve at half-maximal effect; nearly all actives have a fitted effect of over 60% in size
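ATP-coupled CellTiter-Glo luminescence served as viability read-out, recorded 10 min after reagent addition at room temperature. HEK 293 cells, 250 cells/well, had been incubated with pintool-transferred compound for 48 or 72 hr at 37 degree Celsius.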
SNCA viab count – counter-screen for SNCA expression inhibitors: cell viability | Potency, µM (top dose mostly 57.1 µM), without a hit: top-dose activity change, negative = cytotoxicity, actives largely listed as cytotoxic | 150,000 tested, 0.12% active | HEK-293-SNCA-luc viability, GF-AFC fluorescence, 24 h;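 also: potency is read from the fitted curve at half-maximal effect; 0% = DMSO-treated cells and -100% = medium-only wells without cells; nearly all actives have a fitted effect of over 30% in size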
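HEK-293-SNCA-luc cells (1500/well) plated 24 h, then exposed 24 h to a dilution series; GF-AFC added 30 min at 37C, fluorescence 405/540 nm; normalised to medium-only and DMSO wells, Hill fit.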
SNCA expr inhib – inhibitors of alpha-synuclein (SNCA) gene expression | HEK-293 SNCA-luciferase knock-in, luminescence, 24 h | Potency, µM (series often up to 57.2 µM), without a hit: at the highest dose activity change, negative = inhibition, actives largely listed as inhibitors | 140,000 tested, 0.17% active;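 also: potency is read from the fitted curve at half-maximal effect; plate controls were DMSO cells for no effect and cell-free wells for full effect; nearly all actives have a fitted effect of over 45% in size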
FLuc inh – blocks purified firefly luciferase enzyme activity; P08659; Potency, µM (doses to about 115 µM), inactives show top-dose activity change, negative = inhibition, usual class: inhibitors; purified P. pyralis luciferase, luminescence, biochemical; 76,000 tested, 2.5% active; AID 1347043; also: potency is read from the fitted curve at half-maximal effect; nearly all actives have a fitted effect of over 65% in size
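Luminescence read by CCD imaging after purified firefly luciferase (10nM final) was added to substrate buffer holding 10uM D-luciferin and 10uM ATP, pH 7.5, pre-dosed with compound.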
IP6K1 inh – IP6K1 kinase inhibition; IP6K1 kinase, ADP-Glo luminescence, 2 h; stronger effect = lower value; AID 1645851; activity change, % (series mostly up to about 58 µM); 140,000 tested, 0.81% active; in the data active = activity change below about -25%
Target sequence (Q92551 whole entry, looked up): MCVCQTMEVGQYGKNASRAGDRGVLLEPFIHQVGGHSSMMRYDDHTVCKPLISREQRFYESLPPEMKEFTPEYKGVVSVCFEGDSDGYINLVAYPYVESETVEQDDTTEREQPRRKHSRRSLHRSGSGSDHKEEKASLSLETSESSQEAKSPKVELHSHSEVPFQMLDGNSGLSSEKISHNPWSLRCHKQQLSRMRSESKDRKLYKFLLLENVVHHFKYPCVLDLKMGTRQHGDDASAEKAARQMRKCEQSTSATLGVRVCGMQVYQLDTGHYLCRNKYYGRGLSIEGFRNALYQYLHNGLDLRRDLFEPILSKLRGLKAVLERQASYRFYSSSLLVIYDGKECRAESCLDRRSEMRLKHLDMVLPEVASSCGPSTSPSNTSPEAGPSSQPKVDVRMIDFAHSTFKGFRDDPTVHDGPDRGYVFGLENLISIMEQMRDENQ
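ADP-Glo luminescence measures ADP made by human IP6K1 during a 2 h RT reaction with ATP/IP6 (mix at 1.3 mM/130 uM); top library doses 57.5 and 19.1 uM final.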
* marks the source's active call; other numbers are inactive results; i = inactive; ? = inconclusive; · = not tested or not shown; [ ] = another dose, or the depositor's remark. Unless noted, calls follow the shape of the dose curve; as a rule, active = well fitted curve in the direction sought with a large enough effect; inconclusive = small, poorly fitted or top-dose-only effect, or another doubt; inactive = no such curve, though single readings can be large; an effect the other way counts as inactive or inconclusive. Unless noted, % is scaled to controls: 0 for no effect and ±100 for the full control effect.

SMILES	3T3 cytotox	GPT2 inhibitor	HEK293 tox	SNCA viab count	SNCA expr inhib	FLuc inh	IP6K1 inh
O=C1Nc2ccc(-c3ccc(Cl)cc3)cc2C(=O)N2CCN(C(=O)C3CCCCC3)C[C@H]12	?	-1%	40µM*	-19%	?	-3%	-8
Cn1cnc([S+](=O)([O-])N2CCC3CC(=O)NCCC3C2)c1 (configuration not stated)	i	i	i	-4%	-20%	·	-14
CS(=O)(=O)N1CCCC(C(=O)NC2CCN(Cc3ccccc3)CC2)CCNC(=O)CC1 (configuration not stated)	4%	i	-2%	0%	36%[activator]	2%	-2
COc1cccc(C(=O)N2CCC(n3cc(-c4nc(-c5ccccc5)no4)nn3)CC2)c1OC	-20%	i	?	5%	151%[activator]	0%	3
Cc1cc2nc(NCCCO)n(CC(=O)c3cc(C(C)(C)C)c(O)c(C(C)(C)C)c3)c2cc1C	·	-2%	·	?	·	·	-3
CCOc1ccccc1NC(=O)Cn1ccn2nc3c(c2c1=O)CCCC3	-28%	-12%	?	-20%	1%	13%	42
COc1ccccc1CCNC(=O)C(=O)NCC(c1ccco1)S(=O)(=O)c1ccc(F)cc1 (configuration not stated)	·	·	·	-4%	0%	·	-2
CNC(=O)c1cc(S(=O)(=O)N[C@H]2[C@H]3CCO[C@H]3[C@@H]2N(C)C)cs1	i	i	-6%	-1%	5%	-3%	2
Nc1ccc(C(=O)OCC(O)CO)cc1 (configuration not stated)	·	i	·	-18%[23.9 µM]	-47%[25.6 µM]	·	15
CN1CCN(C(=O)c2cc(-c3ccsc3)nc3c2cnn3C)CC1	-27%[138 µM]	-1%[88.5 µM]	-6%[172 µM]	-9%[87.6 µM]	28%[87.6 µM]	·	-7
Cn1ncc2c(C(=O)NCc3cccc(F)c3)cc(-c3ccc(C(F)(F)F)cc3)nc21	-29%	·	40µM*	·	·	·	-8
NC(=O)C1CCN([C@H]2[C@@H]3OC[C@@H](O3)[C@@H](NC(=O)Nc3cccc(C(F)(F)F)c3)[C@@H]2O)CC1	-11%	-26%	-4%	8%	-16%	?	10
COC(=O)N1CCC2(CC1)C(=NC1CCCCC1)NC(=O)N2c1cccnc1	-10%	i	0%	-4%	6%	6%	0
COc1ccc(CN2CCC3(CC(C(C)C)=NO3)C2)cc1 (configuration not stated)	5%[138 µM]	-9%[88.5 µM]	3%[172 µM]	-2%[87.6 µM]	9%[87.6 µM]	·	7
Cc1ccc(CN2CCSc3ccc(C(=O)NCC(C)c4ccccc4)cc32)cc1 (configuration not stated)	·	·	·	-13%	189%[activator]	·	-3
CCc1ncc(C(=O)N2CCCC(Cc3nc4ccccc4[nH]3)C2)cn1 (configuration not stated)	1%	-15%	2%	-12%	10%	2%	16
CN1C(=O)[C@@H]2C[C@@H](O)CN2C2(CN(Cc3cccc(F)c3)C2)C1=O	-7%[174 µM]	-8%[88.5 µM]	i	2%[87.6 µM]	27%[87.6 µM]	-1%[172 µM]	-2
OC1CCC(Nc2nc(-c3ccccc3)nc3[nH]ccc23)CC1 (configuration not stated)	·	-2%	·	2%	·	·	-2
COc1ccc(Nc2ccnc(N3CCC(NC(=O)c4ccc(C(F)(F)F)cc4)CC3)n2)cc1	?	-10%	?	-2%[12.5 µM]	?	·	-2
Cc1ccc(CNC(=O)N2CCCC2c2nc(CCOc3ccc(F)cc3)no2)cc1 (configuration not stated)	?	-16%	?	-2%	-24%	0%	5
C=CC1(C)CC=C2C(CCC3C(C)(C(=O)O)CCCC23C)C1 (configuration not stated)	·	3%	·	?	·	·	6
COc1cccc(NC(=O)C2CCN(S(=O)(=O)c3cccc4nonc34)CC2)c1	·	·	·	0%	23%	·	-24
COc1ccccc1C(=O)N1CCC(n2cnnc2-c2ccccc2)C1 (configuration not stated)	0%	-11%	-4%	6%	4%	7%	13
O=C(c1ccccc1)c1ccccc1NC(=O)c1ccccc1C(=O)O	·	·	·	-7%	39%[activator]	·	31
COc1cccc(CNC(=O)c2c(C)noc2-c2cccs2)c1	?	i	?	?	7%	2%	-7
Cc1ccc2[nH]c(CSc3nnc(NC(=O)c4ccc(Cl)cc4)s3)cc(=O)c2c1	·	·	·	4%	28%	·	-5
COCC[C@]1(O)CCN(C(=O)c2cccc(OC)c2C)C[C@H]1C	5%	i	-1%	0%	54%[activator]	-4%	3
CCc1nnc(SCc2cccc(Cl)c2)c2cc3sccc3n12	·	·	·	10%	-14%	·	-12
COCC1CN(C(C)=O)CC12CCN(C(=O)NCCc1ccccc1)CC2 (configuration not stated)	-4%	i	1%	6%	14%	-1%	6
O=C(NC1CCN(c2nccc(Nc3ccccc3Cl)n2)CC1)c1ccc(C(F)(F)F)cc1	32µM*	i	40µM*	6%	-11%	·	-6
CC1CCN(S(=O)(=O)c2ccc3c(ccc(=O)n3CC(=O)Nc3cccc(F)c3)c2)CC1	·	·	·	0%	6%	·	18
COc1cccc2c1OCC(C(=O)NCCc1ncccc1C)C2 (configuration not stated)	3%	-2%	0%	-3%	-7%	0%	1
CCC(=O)N(C1CCOCC1)C1CCN(S(=O)(=O)c2cc(C)ccc2C)CC1	-12%	i	?	6%	1%	9%	6
CN(C)Cc1ccc2c(c1)c(OC(C)(C)C(=O)NCCN1CCOCC1)nn2Cc1ccccc1	-28%	0%	?	0%	22%	-1%	-3
COc1ccc(CNC(=O)c2cc3c(=O)n(Cc4ccc(OC)cc4)ccc3nc2C)cc1	·	·	·	-9%	?	·	0
COc1ccc(CCC(C)=O)cc1	·	i	·	37%[23.9 µM]	14%[25.6 µM]	·	3
Cc1noc(-c2cn(C3CCN(C(=O)Cc4ccc(Cl)cc4)CC3)nn2)n1	-16%	2%	-16%	-2%	-28%	0%	16
COc1ccccc1C(=O)N1CCCN(C)c2ccccc21	?	-4%	79µM*	-21%	?	-7%	2
O=C(C1CCCC1)N1CCC(n2cc(-c3nc(-c4ccccc4)no3)nn2)CC1	?	-17%	?	-8%	70%[activator]	-12%	9
CC(CCc1ccccc1)NC(=O)CC[C@H]1NC(=O)c2ccccc2NC1=O (some centres not stated)	i	i	i	-1%	-12%	6%	1
O=C(O)/C=C/c1ccc(O[C@@H]2O[C@H](CO)[C@@H](O)[C@H](O)[C@H]2O)cc1	·	-1%[27.3 µM]	·	-11%	·	·	17
CCNC(=O)O[C@@H]1CO[C@H]2[C@@H]1OC[C@@H]2NCC1CCCCC1	0%[174 µM]	i	i	-6%[87.6 µM]	23%[87.6 µM]	-5%[172 µM]	3
O=C(c1cccs1)N1CC(Oc2cccc(-c3nc(-c4ccccc4)no3)c2)C1	?	i	?	?	20%	-24%	-2
COc1ccc(N(C)C(=O)CCn2cnc3onc(-c4ccc(F)cc4)c3c2=O)c(OC)c1	·	·	·	-26%	-10%	·	21
COc1ccc(NC(=O)[C@@H]2C[C@@H](c3cccc(C(F)(F)F)c3)N(CC3CCOCC3)C2)cc1	?	-7%	?	-13%	?	10%	5
COc1cc(NC(=O)c2nc(-c3ccc(Cl)cc3)n3c2CCCCC3)cc(OC)c1OC	·	·	·	13%	97%[activator]	·	29
CCc1cc(=O)n(CC(=O)Nc2ccc(N(C)C)cc2)c(-c2ccccc2)n1	-2%	-7%	?	-21%	-29%	2%	2
Cc1ccc(NC(=O)Cn2cccc2-c2nc(-c3ccc(F)cc3)no2)cc1F	-8%	3%	7%	2%	-6%	0%	-1

Of the compounds above, two contain an aryl thioether with sulfur outside any ring.
SMILES	3T3 cytotox	GPT2 inhibitor	HEK293 tox	SNCA viab count	SNCA expr inhib	FLuc inh	IP6K1 inh
Cc1ccc2[nH]c(CSc3nnc(NC(=O)c4ccc(Cl)cc4)s3)cc(=O)c2c1	·	·	·	4%	28%	·	-5
CCc1nnc(SCc2cccc(Cl)c2)c2cc3sccc3n12	·	·	·	10%	-14%	·	-12

Remaining list, next part
SMILES	3T3 cytotox	GPT2 inhibitor	HEK293 tox	SNCA viab count	SNCA expr inhib	FLuc inh	IP6K1 inh
CCc1noc(-c2cn(C3CCCN(C(=O)c4ccc(OC)c(F)c4)C3)nn2)n1 (configuration not stated)	-11%	-4%	3%	-5%	1%	8%	0
O=C(Nc1cccc(F)c1)N1CCCC2(C1)Nc1cccnc1NC2=NCc1ccccc1 (configuration not stated)	?	-28%	?	-2%	-8%	4%	8
CCCCN1CCc2nc(N3CCN(C)CC3)ncc2C1	·	·	·	-7%	16%	·	14
COC(=O)CNC(=O)N1[C@@H]2CC[C@H]1CC(NC(=O)c1ccc(F)cc1)C2 (some centres not stated)	-5%	i	-21%	3%	14%	1%	21
Cc1ccc(Nc2ccnc(N3CCC(NC(=O)NC(C)C)CC3)n2)cc1	?	i	?	6%[12.5 µM]	-23%	·	-13
COCCCNC(=O)CSc1nc(-c2ccccc2)[nH]c1-c1ccc(C)cc1	·	·	·	-6%	71%[activator]	·	-4
O=C(NCc1nnc2n1C(C(=O)O)CC2)c1ccccc1 (configuration not stated)	-9%[138 µM]	i	-16%[172 µM]	8%[87.6 µM]	11%[87.6 µM]	·	-1
CC(C)C[C@@H]1N[C@H](C(=O)O)Cc2cn(CC3CCC3)c3cccc1c23	79µM*	?	71µM*	-2%[87.6 µM]	-9%[87.6 µM]	-3%[172 µM]	2
CCn1nccc1C(=O)N1C[C@@H]2CCCN3CCC[C@@H]([C@H]23)[C@H]1CCCC(=O)NC	i	i	-2%	1%	13%	10%	-6
CCNC(=O)[C@@H]1CCCN1C(=O)[C@H](CCCN=C(N)N)NC(=O)[C@H](CC(C)C)NC(=O)CNC(=O)[C@H](Cc1ccc(O)cc1)NC(=O)[C@H](CO)NC(=O)[C@H](Cc1c[nH]c2ccccc12)NC(=O)[C@H](Cc1cnc[nH]1)NC(=O)[C@@H]1CCC(=O)N1	·	-2%	·	-7%[23.9 µM]	1%[25.6 µM]	·	5
CCOC(=O)c1c(C)[nH]c(CCC(=O)Nc2cc(C)cc(C)c2)c1C	·	·	·	25%	1%	·	-13
Cc1nnnn1-c1cccc(C(=O)Nc2ccc3c(c2)C(=O)N2CCC[C@H]2C(=O)N3)c1	-4%	i	-7%	0%	11%	-4%	3
CCCN1CCN(CC2=C(C(=O)OCC)C(c3ccc(Cl)cc3)NC(=O)N2)CC1 (configuration not stated)	·	·	·	-25%	9%	·	21
CCc1ccc(NS(=O)(=O)c2ccc3[nH]cc(C(=O)N4CCCCCC4)c(=O)c3c2)cc1	·	·	·	-17%	4%	·	-14
Nc1nc(F)nc2c1ncn2[C@@H]1O[C@H](COP(=O)(O)O)[C@@H](O)[C@H]1O	·	i	·	1%	-15%	·	·
Cc1ccc(C)c(Nc2nc3c(S(=O)(=O)c4ccc(C(C)C)cc4)nnn3c3ccsc23)c1	·	·	·	-7%	?	·	-7
COc1ccc(C(=O)N2CCN(C(=O)c3nnn4c3COC(c3ccc(Cl)cc3)C4)CC2)c(C)c1 (configuration not stated)	?	i	?	-22%	?	-9%	-1
COC1CN(c2ccc(C)cc2)C12CCN(C(=O)CC(C)C)CC2 (configuration not stated)	-27%	i	4%	-5%	3%	0%	-3

Source: PubChem

Not a hit list; 7.7% or so of the library scored in one or more.
